From PubChem BioAssay
LMNA splice mod: modulators of lamin A splicing | HeLa LMNA splicing GFP/RFP minigene ratio, 48 h | Potency, µM (series often up to 46.1 µM), for inactives: top-dose ratio change, negative = inhibition, actives largely listed as inhibitors | 200,000 tested, 0.01% active | AID 1487; active means well fitted inhibition curve with a large enough effect in the signal ratio, with a control signal flat, not every such curve was filed as active; inconclusive means small, poorly fitted or top-dose-only effect, or effect the other way, or a change in a side signal; the % refers to the signal ratio; further: potency means the concentration at half of the fitted maximal effect; on the % scale 0 is the no-effect control and ±100 the full control effect
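S3 HeLa cells stably expressing lamin A-EGFP splicing minigene plus DsRed2, 600 cells/well, 48 h compound exposure at 37C. Laser-scanning cytometry; analysed as GFP (500-530 nm)/RFP (575-640 nm) total intensity ratio; 0.5% DMSO vehicle.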
Epigenetic reg: regulators of epigenetic silencing causing reporter derepression in mouse cells; AID 1865; Potency, µM (top dose mostly 53.9 µM), for inactives: at the top dose GFP activation, usual class: activators; murine LDR cells, GFP reporter derepression, 30 h; 280,000 tested, 0.2% active; further: potency means the concentration at half of the fitted maximal effect; % of control where 0% means no effect; nearly all actives have a fitted effect of over 60% in size
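Murine LDR cells bearing a silenced CMV-driven GFP reporter were exposed to compound for 30 h at 37 C. After PBS washes, GFP-positive cells (20-120 um objects) counted by laser-scanning microplate cytometry.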
GLA spleen mod: alpha-galactosidase A (human) modulation; P06280; human spleen homogenate, 4MU-alpha-Gal fluorescence, 40 min; Potency, µM (titrated, usually from 80 µM), without a hit: top-dose activity change, negative = inhibition, most hits filed as inhibitors; 240,000 tested, 0.008% active;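 further: potency means the concentration at half of the fitted maximal effect; 0% = enzyme with vehicle and -100% = no enzyme basal signal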
Target sequence (P06280 32-429 limits assumed): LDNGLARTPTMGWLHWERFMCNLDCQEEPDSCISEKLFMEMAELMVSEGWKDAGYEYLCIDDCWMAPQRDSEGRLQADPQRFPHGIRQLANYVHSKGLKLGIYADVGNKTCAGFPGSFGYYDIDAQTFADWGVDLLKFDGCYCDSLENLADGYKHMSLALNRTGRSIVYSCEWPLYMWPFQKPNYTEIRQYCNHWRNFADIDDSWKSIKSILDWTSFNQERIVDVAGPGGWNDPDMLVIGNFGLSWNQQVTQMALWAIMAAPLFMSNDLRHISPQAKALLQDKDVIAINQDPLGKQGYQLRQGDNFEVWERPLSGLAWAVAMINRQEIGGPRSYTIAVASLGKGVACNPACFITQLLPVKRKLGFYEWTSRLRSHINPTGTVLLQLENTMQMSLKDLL
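qHTS titration in buffer at pH 5.0. Alpha-galactosidase activity in spleen homogenate was measured via 4-methylumbelliferone release from 1 mM fluorogenic substrate after 40 min at 37C and a pH 10 stop. AC50 came from Hill fits of control-normalized data.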
NPSR antagonist: blocks cAMP signaling of the human neuropeptide S receptor; Q6W5P4; CHO-NPSR cells, cAMP TR-FRET, antagonist mode; Potency, µM (series often up to 38.3 µM), inactives show at the top dose activity change, negative = inhibition, most hits filed as inhibitors; 220,000 tested, 1% active; further: potency means the concentration at half of the fitted maximal effect; on the % scale 0 is the no-effect control and ±100 the full control effect; nearly all actives have a fitted effect of over 50% in size; many of its hits are not listed in these tables
Target sequence (Q6W5P4 whole entry, looked up): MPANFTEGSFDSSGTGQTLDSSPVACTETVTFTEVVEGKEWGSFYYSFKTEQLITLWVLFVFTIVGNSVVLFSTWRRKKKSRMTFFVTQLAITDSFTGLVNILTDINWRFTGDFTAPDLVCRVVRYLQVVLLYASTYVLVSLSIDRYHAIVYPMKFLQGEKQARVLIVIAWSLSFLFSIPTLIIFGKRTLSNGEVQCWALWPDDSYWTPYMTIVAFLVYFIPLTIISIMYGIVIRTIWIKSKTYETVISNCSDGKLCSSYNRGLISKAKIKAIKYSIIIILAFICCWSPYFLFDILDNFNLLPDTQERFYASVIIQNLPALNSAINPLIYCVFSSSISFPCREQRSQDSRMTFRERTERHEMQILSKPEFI
IMPase Li inh: cell-permeable IMPase inhibitors with lithium potentiation | CHO-M1 cells, IP1 TR-FRET (IP-One), carbachol + lithium | Potency, µM (highest dose often 59.4 µM), for the others: top-dose activity, negative = IMPase inhibition, usual class: inhibitors | AID 1457 | 210,000 tested, 0.35% active;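 further: IP1 builds up when IMPase is blocked and the TR-FRET signal falls; potency means the concentration at half of the fitted maximal effect; plate controls were basal vehicle for no effect and high inhibitor control for full effect; nearly all actives have a fitted effect of over 50% in size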
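Test compounds were applied to CHO-M1 cells previously cultured for 16–30 h at 2000 per well. A small lithium amount accompanied them; after 30 min at 37C, IP1 was quantified by TR-FRET.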
Luc counter: Kinase-Glo luciferase inhibition (counter-screen); Q27757; Kinase-Glo luciferase, ATP luminescence, 8 min; Potency, µM (top dose mostly 38.3 µM), for the others: at the top dose activity change, negative = inhibition, usual class: inhibitors; 200,000 tested, 0.28% active; AID 1379; further: potency means the concentration at half of the fitted maximal effect; on the % scale 0 is the no-effect control and ±100 the full control effect; nearly all actives have a fitted effect of over 60% in size
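Recombinant Kinase-Glo luciferase, 10 uM ATP (linear range), luciferin; imidazole pH 7.2 / KCl / MgCl2 / Tween / BSA buffer; 8 min RT; luminescence.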
CBFb-RUNX1 inh: blocks binding between human CBF-beta and RUNX1 | Q01196+Q13951 | AlphaScreen CBFb-His/RUNX1-biotin binding, biochemical | Potency, µM (top dose mostly 59.8 µM), for inactives: at the top dose activity, negative = inhibition, usual class: inhibitors | 230,000 tested, under 10 active | AID 1477; further: % of control where 0% means no effect
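Inhibition was taken as any reduction in AlphaScreen signal from the CBF-beta–RUNX1 pair (His and biotin tags, 30 nM each), measured after compound (15 min) and bead (90 min) incubations at room temperature.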
* hit, by the source's call; ? = inconclusive; . = no result given; [ ] = remark or other dose. Unless noted, the call rests on the fitted dose curve; in most records, active means well fitted curve in the direction sought with a large enough effect; inconclusive means small, poorly fitted or top-dose-only effect, or another doubt; inactive means no such curve, though single readings can be large; an effect the other way counts as inactive or inconclusive.

SMILES	LMNA splice mod	Epigenetic reg	GLA spleen mod	NPSR antagonist	IMPase Li inh	Luc counter	CBFb-RUNX1 inh
O=C(NC1CC1)C1=C[C@@H](c2csc3ccccc23)C[C@@H](OCCCCO)O1	.	3.8%	5.4%	7.3%	.	.	1.3%
N=c1sccn1CC(=O)Nc1ccc([N+](=O)[O-])cc1Cl	.	1.0%	-12.9%	4.9%	.	.	18.0%
Cc1ccc(/C=N/NC(=O)c2ccc(C(=O)N/N=C/c3ccc(C)s3)o2)s1	2.4%	1.6%	5.7%	-7.2%[46.1 µM]	5.5%[38.3 µM]	-3.0%	-2.3%
CN(C(=O)CSc1nncc2ccccc12)C1CCCCC1	-27.8%[46 µM]	-0.1%	10.1%	-19.1%	22.3%	-1.1%	3.5%
CCN(CC)S(=O)(=O)c1cc(NC(=O)c2ccc(Br)s2)ccc1C	.	0.2%	-4.4%	?	20.1%	3.3%	-3.9%
CC(=O)OC(C(=O)NC1CCCCC1)c1ccc(Cl)c(Cl)c1 (centres undefined)	?	-6.3%	-6.7%	14.4%	4.8%	-0.3%	1.7%
CC1CCC(C(=O)NC(C(=O)NCc2ccccn2)C(C)C)CC1 (centres undefined)	-2.0%	-1.6%	0.6%	-7.9%[46.1 µM]	3.7%[38.3 µM]	15.0%	5.0%
CCOc1ccc(NC(=O)CCS(=O)(=O)c2cccc3nsnc23)cc1	-5.4%	1.0%	0.3%	-8.3%[46.1 µM]	21.6%[38.3 µM]	-4.1%	4.1%
O=C(COC(=O)/C=C/c1ccc(Cl)cc1Cl)NCc1ccco1	.	-2.1%	-2.5%	-10.6%	-2.1%	-2.7%	0.9%
Cc1cc(N2CCCCC2)n2ncc(-c3ccccc3)c2n1	?	0.0%	2.1%	-33.7%[46.1 µM]	6.9%[38.3 µM]	-3.9%	?
CCOC(=O)CCCCCN(Cc1ccccc1)S(=O)(=O)c1ccc([N+](=O)[O-])cc1	1.4%	0.0%	7.1%	-19.6%[46.1 µM]	14.6%	-0.1%	-21.3%
CC(=O)c1c(C)[nH]c(C(=O)CSc2nnc3ccccn23)c1C	9.9%	-0.9%	-0.4%	4.0%	2.8%	-1.9%	0.4%
O=C(NC(=S)Nc1ccccc1Cl)c1cnn2c(C(F)(F)F)cc(C(F)(F)F)nc12	?	3.2%	6.9%	-16.1%	.	.	4.8%
N#C/C(=C\c1cn(Cc2ccccc2F)c2ccccc12)C(=O)NCc1ccco1	6.3%	2.1%	-1.3%	5.7%	7.7%	0.1%	1.6%
N#Cc1c(-c2cccs2)cc(-c2cccs2)[nH]c1=O	.	-1.0%	0.2%	-49.2%	.	.	17.1%
O=C(CSc1nc2c(sc3ccccc32)c(=O)n1CCCN1CCOCC1)NC1CCCC1	9.2%	-0.9%	-4.0%	-12.2%[46.1 µM]	-12.6%[38.3 µM]	-0.3%	1.8%
COC(=O)C1=C(O)C2(C(=O)O)CC(C(=O)OC)=C(O)C(C(=O)O)(C1)C2	.	1.1%	-2.8%	6.4%	.	.	1.8%
COc1ncc2nc(-c3cc(F)cc(F)c3)c(=O)n(-c3ccccc3)c2n1	9.4%	.	2.9%	.	-6.8%	.	.
CCn1ccc(C(=O)Nc2ccc(Cl)cn2)n1	1.7%	0.7%	-0.8%	-0.1%[46.1 µM]	8.5%[38.3 µM]	-6.2%	1.4%
C/C(CC(=O)Nc1cccc2c1CCCC2)=N\NC(=O)COc1ccccc1	-4.5%	3.4%	6.6%	9.2%	-6.6%	4.7%	1.0%
Cc1cc(CCN2CCC(=O)NC2=O)ccc1OC(C)C	15.9%	0.0%	5.4%	-22.3%[46.1 µM]	3.1%[38.3 µM]	0.3%	3.9%
C=CCN1C(=Nc2ccccc2)SC/C1=C\C(=O)OC	?	-1.9%	12.8%	-17.0%[46.1 µM]	-19.2%[38.3 µM]	-7.0%	3.3%
CN1CCN(C(=O)C2=C[C@H](C3CCCCC3)C[C@H](OCc3ccc(CO)cc3)O2)CC1	.	-1.3%	4.9%	14.8%	-14.2%	.	17.4%
Cc1ccc2c(c1)-c1ccccc1S(=O)(=O)N2	8.7%	0.0%	4.8%	-12.3%[46.1 µM]	21.3%[38.3 µM]	-0.3%	5.3%
O=C(CCc1ccc(S(=O)(=O)NC2CCCCC2)cc1)N(Cc1ccccc1)Cc1ccccc1	-19.5%	1.3%	-5.2%	?	3.4%[38.3 µM]	-0.2%	0.2%
CC1=NN(c2ccccc2)C(=O)C1N=Nc1ccc(N)cc1 (centres undefined)	?	-0.9%	-7.3%	-18.6%[46.1 µM]	-0.3%	-12.6%	?
CCOC(=O)C(NC(=O)c1ccccc1Cl)(Nc1sc2c(c1C(N)=O)CCC2)C(F)(F)F (centres undefined)	-17.1%	1.0%	4.3%	-11.8%[46.1 µM]	.	.	-8.5%
CO/N=C/C(C#N)=C/c1cc(C(=O)c2ccc(F)cc2)cn1C	.	-1.4%	-4.3%	-11.8%	-8.6%	0.1%	10.1%
COc1ccc(-c2nnc(SCC(=O)c3cccs3)o2)cc1	-8.3%	0.8%	2.4%	-10.0%[46.1 µM]	-11.2%[38.3 µM]	8.4%	-2.3%
O=c1cc2c(nn1Cc1c(Cl)cccc1Cl)-c1ccccc1CC2	15.9%	0.8%	-9.6%	?	44.9%[activator][38.3 µM]	-0.2%	1.2%
COc1c(Cl)cc(C(=O)Nc2ccccc2-c2ccccc2)cc1Cl	-2.3%[0.0737 µM]	-1.9%	-12.0%	-26.6%[46.1 µM]	10.9%[38.3 µM]	1.1%	28.7%
Cn1c(SCCC#N)nnc1-c1ccc(F)cc1	13.5%[46 µM]	-0.1%	-2.0%	6.5%	-1.8%	1.5%	-5.2%
O=C(COC(=O)c1cccc([N+](=O)[O-])c1)NCc1cccs1	-1.3%[46 µM]	1.3%	-2.5%	5.8%	5.8%	1.4%	4.8%
CC1(C)CC(=O)C(C2c3ccccc3S(=O)(=O)c3ccccc32)C(=O)C1	.	0.0%	3.0%	0.7%	7.1%	2.7%	3.1%
CCN(CC(=O)Nc1ccccc1C(=O)Nc1ccccc1)Cc1nc2ccccc2c(=O)[nH]1	.	-2.9%	6.5%	-25.3%	3.5%	0.4%	2.4%
Cc1cccc2cc(CN(Cc3ccco3)C(=O)NC3CCCCC3)c(=O)[nH]c12	-13.0%	0.0%	1.1%	-26.3%[46.1 µM]	11.3%	0.4%	-4.0%
CC1(C(=O)NCC2CCCO2)Oc2cccnc2NC1=O (centres undefined)	.	-3.1%	2.4%	-11.4%	6.9%	-2.0%	13.1%
Cc1cc(NC(=O)CCC(=O)N(Cc2ccco2)C(C(=O)NC2CCCCC2)c2cccs2)no1 (centres undefined)	?	-4.3%	3.0%	-15.6%	7.1%	0.6%	2.3%
O=C(NCc1ccccc1)C(=O)NCC1OCCN1S(=O)(=O)c1ccc2c(c1)OCCO2 (centres undefined)	9.1%	-2.3%	-1.7%	6.0%	-0.6%	0.1%	1.4%[2.36 µM]
CCOC(=O)C(Cc1ccc(NC(=O)/C(=C\c2ccccc2)NC(=O)c2ccccc2)cc1)N1C(=O)c2ccccc2C1=O (centres undefined)	-14.0%	-1.1%	1.1%	16.2%	1.3%	4.0%	1.2%
CCCn1c(=O)c2[nH]c(-c3ccc(OCC(=O)NCCN)cc3)nc2n(CCC)c1=O	-4.3%	1.2%	-10.1%	-15.5%[46.1 µM]	12.5%	0.8%	24.6%
CSc1ccc(NC(=O)Nc2cc(C)ccn2)cc1	.	-1.0%	-2.1%	-8.6%	-7.4%	-4.1%[7.66 µM]	-2.5%
Cc1cc(C)c(S(=O)(=O)NC2CCN(Cc3ccccc3)CC2)c(C)c1	.	-1.5%	-5.0%	-1.8%	.	.	15.8%
Cc1onc(-c2ccccc2)c1C(=O)Nc1cc(C(F)(F)F)ccc1N1CCOCC1	?	-5.8%	-5.3%	8.9%[46.1 µM]	-2.3%[38.3 µM]	10.0%	4.6%
O=C(NCCN1CCOCC1)c1cc2sccc2n1Cc1ccc(Cl)cc1	-10.3%	0.4%	-8.3%	-17.9%[46.1 µM]	38.1%[activator][38.3 µM]	2.8%	-4.4%
c1ccc(-c2ccccc2OCCCN2CCCC2)cc1	3.3%	-3.8%	0.8%	11.2%	11.3%	5.5%	-2.2%
O=c1cc(-c2ccccc2)nc2nc(SCc3ccccc3)[nH]n12	-4.3%	1.9%	-4.5%	0.3%[46.1 µM]	17.2%[38.3 µM]	-4.6%	4.6%
S=C(NCCc1ccccc1)N1CCc2ccccc2C1	.	-7.7%	-0.6%	-16.3%	15.0%	1.2%	?
O=C(NCC1CCCO1)c1ccc(Oc2ccc([N+](=O)[O-])cc2Cl)cc1 (centres undefined)	-28.1%[9.22 µM]	-1.9%[10.1 µM]	8.2%	2.0%	17.1%	1.5%	-5.5%
Cc1c(Cl)cccc1N1C(=O)CC(N(O)c2ccccc2)C1=O (centres undefined)	-1.6%	-1.0%	-2.0%	-15.0%[46.1 µM]	25.4%[38.3 µM]	0.2%	1.6%
CCOc1ccc(N(CC(=O)NC2CCCC2)C(=O)CCC(=O)Nc2ccccn2)cc1	-2.3%	-0.8%	-11.7%	-13.0%[46.1 µM]	-1.9%[38.3 µM]	14.5%	2.3%
Cc1ccc(S(=O)(=O)N(Cc2cc3cccc(C)c3[nH]c2=O)c2ccccc2)cc1	-6.1%	8.9%	8.8%	-28.2%	2.6%	2.8%	4.0%
Cc1ccccc1-n1c(C)nnc1SCC(=O)N1CC(=O)Nc2ccccc21	-4.4%	-4.1%	3.5%	-14.8%[46.1 µM]	-17.5%[38.3 µM]	-3.6%	2.2%
CCCCNC(=O)COC(=O)c1ccc(Cl)c(S(N)(=O)=O)c1	1.9%	-0.6%	2.1%	-12.4%[46.1 µM]	3.2%[38.3 µM]	-0.1%	0.8%
COc1cc2c(C(=O)N3CCN(c4cccc(Cl)c4)CC3)cn(CC(C)C)c(=O)c2cc1OC	11.1%	1.3%	3.3%	-20.1%[46.1 µM]	-7.0%[38.3 µM]	-6.6%	-4.5%

A portion of the library (hit frequency here may not be typical).
